EPAC1 antagonist: antagonists of human EPAC1 | AID 720709 | Potency, µM (series often up to 115 µM), for inactives: top-dose activity change, negative = inhibition, usual class: inhibitors | actives 0.14% (n = 360,000) | EPAC1 GEF assay, Rap1b-BODIPY-GDP exchange fluorescence;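 note: plate controls were vehicle for no effect and positive control for full effect; nearly all actives have a fitted effect of over 50% in size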
FUS yeast rescue: rescues growth of FUS-expressing yeast; S. cerevisiae FUS-expressing, growth rescue, OD600, 24 h; Potency, µM (series often up to 76.6 µM), for inactives: at the highest dose growth rescue (activation), usual class: activators; actives 0.24% (n = 390,000); AID 1347120;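 note: plate controls were DMSO vehicle for no effect and reference control for full effect; nearly all actives have a fitted effect of over 55% in size; some results filed as inactive show a strong effect at the top dose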
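Compound concentration series was pinned onto galactose-induced FUS-expressing yeast seeded at OD 0.005. Plates sat 24hr at 30C; absorbance at 600 nm gave growth. DMSO served as background control.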
EPAC1 ag: EPAC1 (human) agonism; O95398; EPAC1 agonist qHTS, biochemical assay; response scale: 100% = response to 6.5 mM cAMP; Potency, µM (doses to about 154 µM), for inactives: top-dose activation, most hits filed as activators; actives 0.073% (n = 360,000); note: nearly all actives have a fitted effect of over 60% in size
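Multi-concentration qHTS readout: loss of Rap1B-bound BODIPY-GDP fluorescence driven by 100 nM EPAC1 with excess GDP (50 uM), monitored kinetically at room temperature; agonist response expressed relative to 6.5 mM cAMP.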
TDP-43 yeast inh: inhibitors of TDP-43 toxicity in yeast | TDP-43 expressing yeast growth rescue, BacTiter-Glo, 24 h | Potency, µM (highest dose often 46.1 µM), for the others: at the highest dose growth rescue (activation), usual class: activators | actives 1.8% (n = 410,000) | AID 652104; note: % of control where 0% means no effect; nearly all actives have a fitted effect of over 50% in size
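Cell-based yeast growth screen: TDP-43 expression induced in galactose, inoculum OD600=0.02 after raffinose pregrowth to mid-log. Read-out BacTiter-Glo luminescence at 24 hr, 30 deg C; inhibition of toxicity seen as signal increase.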
EPAC2 ag: EPAC2 (human) agonism. Q8WZA2. EPAC2 activation, biochemical qHTS; response scale: 100% = 6.5 mM cAMP response. Potency, µM (doses to about 154 µM), for inactives: top-dose activation, hits mostly activators. actives 0.079% (n = 360,000); note: nearly all actives have a fitted effect of over 50% in size
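In this primary screen, activation is scored as increased exchange of BODIPY-GDP from Rap1B by 100 nM EPAC2, with 50 uM GDP as competitor. Signal is normalized to the 6.5 mM cAMP agonist control.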
PTHR1 agonist: PTHR1 (human) receptor agonism; Q03431; HEK293 GP2 PTHR1 cells, GloSensor cAMP luminescence, 1 h; Potency, µM (series often up to 115 µM), inactives show top-dose activation, usual class: activators; actives 0.075% (n = 410,000); AID 743266; note: nearly all actives have a fitted effect of over 55% in size; some results filed as inactive show a strong effect at the top dose; inactives centre near -15; many of its hits are not listed in these tables
Target sequence (Q03431 whole entry, looked up): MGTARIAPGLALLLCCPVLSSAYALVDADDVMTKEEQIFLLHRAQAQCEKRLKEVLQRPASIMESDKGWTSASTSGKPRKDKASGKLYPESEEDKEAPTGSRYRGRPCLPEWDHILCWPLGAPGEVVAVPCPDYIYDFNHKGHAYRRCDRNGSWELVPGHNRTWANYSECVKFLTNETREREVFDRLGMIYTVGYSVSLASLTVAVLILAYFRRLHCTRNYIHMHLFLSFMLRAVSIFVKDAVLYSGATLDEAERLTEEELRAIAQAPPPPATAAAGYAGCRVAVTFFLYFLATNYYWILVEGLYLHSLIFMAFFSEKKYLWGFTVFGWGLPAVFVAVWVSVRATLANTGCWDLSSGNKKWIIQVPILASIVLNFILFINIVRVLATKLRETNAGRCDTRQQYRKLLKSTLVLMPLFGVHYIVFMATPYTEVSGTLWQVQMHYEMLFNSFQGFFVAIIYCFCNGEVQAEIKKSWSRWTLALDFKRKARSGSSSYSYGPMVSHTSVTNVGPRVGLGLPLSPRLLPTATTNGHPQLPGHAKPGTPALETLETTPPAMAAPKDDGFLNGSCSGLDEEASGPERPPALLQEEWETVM
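HEK-293-derived GP2 cells expressing PTHR1 and a GloSensor cAMP reporter, 3,000/well, plated overnight, given luciferin plus IBMX (each 0.5 mM as added) for 1 h at 37 °C, then compound for 1 h at 37 °C. Luminescence was read after 15 min at room temperature.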
EPAC2 antagonist: blocks human EPAC2 exchange factor; Q8WZA2; EPAC2 GEF exchange of Rap1B-BODIPY-GDP, fluorescence; Potency, µM (doses to about 114 µM), for inactives: at the top dose activity, negative = inhibition, actives largely listed as inhibitors; actives 0.18% (n = 360,000); AID 720708; note: % is set by controls: 0 for no effect and ±100 for the full control effect; nearly all actives have a fitted effect of over 45% in size; many of its hits are not listed in these tables
aSyn rescue: inhibitors of alpha-synuclein toxicity in yeast; Yeast expressing alpha-synuclein, growth rescue, BacTiter-Glo, 24 h; actives 0.14% (n = 370,000); AID 652106; Potency, µM (titrated, usually from 46.1 µM), for inactives: top-dose growth rescue (activation), actives largely listed as activators; note: % of control where 0% means no effect; nearly all actives have a fitted effect of over 65% in size
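Screening used galactose-induced yeast with toxic alpha-synuclein levels, exposed to compound for 24 hr at 30 deg C. Cell growth, read with BacTiter-Glo luminescence, gave the measured signal.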
* marks the source's active call; other numbers are inactive results; i = inactive; ? = inconclusive; · = no result given; [ ] = another dose, or the depositor's remark. Calls come from the whole dose curve; as a rule, active = well fitted curve in the direction sought with a large enough effect; inconclusive = small, poorly fitted or top-dose-only effect, or another doubt; inactive = no such curve, though single readings can be large; an effect the other way counts as inactive or inconclusive. Potency is the fitted concentration of half-maximal effect. A portion of the library; rates above refer to the full screens.

SMILES	EPAC1 antagonist	FUS yeast rescue	EPAC1 ag	TDP-43 yeast inh	EPAC2 ag	PTHR1 agonist	EPAC2 antagonist	aSyn rescue
Cc1nn(-c2ccccc2)c(C)c1C(=O)OCC(=O)N(C)c1ccccc1	-3%	8%	8%	24%	11%	i	2%	5%
CC(=O)c1cc(C#N)c(SCc2ccccc2)nc1C	-14%	52%	7%	18%	18%	i	-11%	9%
COc1cc(/C=N/NC(=O)c2ccc(-n3cccc3)cc2)ccc1O	-22%	20%	14%	8%	8%	i	-4%	-10%
CC(=O)c1cccc(N(CC(=O)Nc2cccnc2)S(C)(=O)=O)c1	0%	8%	2%	4%	0%	17%[57.5 µM]	3%	1%
COc1cc(NC(=O)c2ccc(S(=O)(=O)N(C)C)cc2)cc(OC)c1OC	11%	1%	-5%	-2%	4%	-10%[57.5 µM]	1%	-1%
Cc1onc(-c2ccccc2)c1-c1ccnc(N)n1	-3%	6%	2%	10%	10%	-32%[inhibitor]	7%	?
C#CCN(C[C@H]1[C@H](OC(=O)NCC2CCCCC2)[C@H](OC(=O)NCC2CCCCC2)C[C@H]2C(=O)N(c3ccccc3)C(=O)[C@@H]12)S(=O)(=O)c1ccc(C)cc1	-7%	40%	-24%	14%	0%	-18%	8%	-3%
O=C(/C=C/c1ccc(-c2cccc([N+](=O)[O-])c2)o1)N1CCOCC1	13%	-18%	0%	?	1%	-32%[inhibitor]	7%	4%
O=C(C[C@H]1C/C=C\C[C@H](Cc2ccc(F)cc2)C(=O)OC[C@@H]2CCCN2C1=O)N[C@H](CO)Cc1ccccc1	-9%	-11%	1%	26%	1%	i	-9%	8%
CC(C)=CCC/C(C)=C/COc1c2occc2cc2ccc(=O)oc12	-3%	9%	-1%	17%	-2%	-86%[inhibitor]	?	9%
COc1ccc(NS(=O)(=O)c2c(C)n(C)c(=O)n(C)c2=O)cc1OC	11%	-15%	9%	?	6%	i	1%	-1%
CCOc1ccc2[nH]c(C)c(CN3CCN(C)CC3)c(=O)c2c1	3%	-2%	-6%	-1%	4%	i	1%	·
COc1ccc(-c2nnc(SCC(=O)NCc3cccs3)n2C(C)C)cc1	4%	8%	11%	24%	7%	-4%	4%	0%
NCCNc1ccc([N+](=O)[O-])c(Sc2nc3ccccc3[nH]2)c1	2%	·	2%	-1%	1%	5%	-1%	1%
O=C(Nc1ccc(F)cc1)C1CCCCC1	15%	-30%	0%	20%	-19%	-1%[57.5 µM]	-4%[57.1 µM]	-12%
CC(C)C[C@H](N)c1cn([C@@H](Cc2ccc(O)cc2)C(=O)N2CCNCC2)nn1	-6%	-31%	-28%	7%	0%	-20%	20%	0%
CCC(=O)c1ccc(OCC(=O)Nc2ccc3nc(C)sc3c2)cc1	10%	-14%	-7%	?	-5%	i	2%	-1%
O=C(CN(Cc1ccc2c(c1)OCO2)C(=O)CNC(=O)c1ccco1)NC1CCCCC1	7%	8%	-9%	-18%	-9%	-15%	9%	0%
O=C(c1ccc(Cl)c(Cl)c1)N1CCC(=O)N(C(CO)Cc2ccccc2)CC1 (centres undefined)	-1%	3%	4%	11%	2%	i	-5%	0%
Cc1sc(NC(=O)c2ccco2)c(CN2CCCCC2)c1C	12%	16%	7%	11%	7%	-1%[57.5 µM]	19%	-5%
COCC1CCN(C(=O)CCc2nnc(C3(c4ccc(Cl)cc4)CCC3)o2)CC1	-18%	·	2%	4%	8%	-22%	-16%	10%
CCOc1ccccc1Nc1nnc(Cc2ccccc2Cl)c(=O)[nH]1	-4%	14%	6%	-5%	0%	-23%	3%	1%
COc1ccc(CN2CC[C@H]3C=CC[C@@H](C(=O)Nc4ccc(Cl)c(C(F)(F)F)c4)[C@H]3C2=O)cc1OC	-6%	?	-12%	13%	2%	-32%[inhibitor]	-21%	-2%
CCOC(=O)c1sc(=NC(=O)c2ccccc2)n(C)c1C	-20%	-1%	-5%	-17%	3%	-17%	7%	3%
CCn1c(SCC(=O)NC2CC2)nc2ccccc21	-9%	-58%[inhibitor]	-1%	13%	3%	i	-9%	1%

Reprinted from the part before: 5 entries; new compounds follow.
SMILES	EPAC1 antagonist	FUS yeast rescue	EPAC1 ag	TDP-43 yeast inh	EPAC2 ag	PTHR1 agonist	EPAC2 antagonist	aSyn rescue
COCC1CCN(C(=O)CCc2nnc(C3(c4ccc(Cl)cc4)CCC3)o2)CC1	-18%	·	2%	4%	8%	-22%	-16%	10%
CCOc1ccccc1Nc1nnc(Cc2ccccc2Cl)c(=O)[nH]1	-4%	14%	6%	-5%	0%	-23%	3%	1%
COc1ccc(CN2CC[C@H]3C=CC[C@@H](C(=O)Nc4ccc(Cl)c(C(F)(F)F)c4)[C@H]3C2=O)cc1OC	-6%	?	-12%	13%	2%	-32%[inhibitor]	-21%	-2%
CCOC(=O)c1sc(=NC(=O)c2ccccc2)n(C)c1C	-20%	-1%	-5%	-17%	3%	-17%	7%	3%
CCn1c(SCC(=O)NC2CC2)nc2ccccc21	-9%	-58%[inhibitor]	-1%	13%	3%	i	-9%	1%
CCCCn1nnnc1SCC(=O)N(CC)CC	15%	5%	0%	10%	1%	-3%[57.5 µM]	3%	-7%
Cc1nc(N)nc(N)c1Oc1ccc(Cl)cc1	?	-3%	10%	6%	7%	-2%	-8%	1%
CCc1n[nH]c(=S)n1/N=C/C(C)=C\c1ccccc1	-6%	-13%	3%	27%	5%	i	?	-1%
COc1ccc(/C=N/NC(=O)c2ccc3nc[nH]c3c2)c(OC)c1	?	-10%	-3%	-5%	-1%	14%	4%	-11%
CN(C)C(=O)CN1C(=O)NC2(CCCc3ccccc32)C1=O (centres undefined)	-5%	-7%	4%	-11%	17%	?	0%	-6%
CCC1=C([N+](=O)[O-])C(c2ccc3c(c2)OCO3)NC(=O)N1 (centres undefined)	3%	-7%	2%	7%	8%	i	3%	0%
O=C(NCc1ccc(F)cc1)NC(=O)c1ccc(Cl)cc1	-5%	7%	10%	0%	0%	-16%	-1%	-2%
Cc1ccc(C)c(OCC(=O)O/N=C(\N)c2ccccn2)c1	-5%	18%	2%	4%	8%	i	6%	-4%
Cc1nc2scc(-c3ccc(Cl)cc3)c2c(=O)o1	6%	34%	5%	-38%[inhibitor]	-1%	-4%	1%	-2%
CCCS(=O)(=O)NC(=O)C1(C)CCCN(C(=O)c2cc(F)cc(F)c2)C1 (centres undefined)	15%	-1%	6%	23%	5%	i	19%	1%
COc1cc2[nH]c(=O)n(Cc3ccc(C(=O)NC4CCN(Cc5ccccc5)CC4)cc3)c(=O)c2cc1OC	-4%	-11%	2%	-2%	2%	-13%	14%	-2%
CCCCCSc1nc2c(c(=O)[nH]c(=O)n2C)n1C	-4%	-21%	8%	3%	0%	i	-3%	0%
CC(=O)C1=C(O)C(=O)N(Cc2cccnc2)C1c1ccc(Cl)cc1Cl (centres undefined)	-8%	-1%	8%	-7%	13%	-13%[57.5 µM]	-3%	-8%
Cc1nn(CC(C)C)c2sc(C(=O)NC3CC(C)(C)NC(C)(C)C3)cc12	?	5%	1%	-13%	-5%	i	-5%	-2%
CC(C(=O)O)N1C(=O)CSC1=S (centres undefined)	-2%	-26%	9%	-1%	0%	-3%	-3%	-2%
Cc1ccc(N2CS(=O)(=O)/C(=C/N(C)C)C2=O)cc1	-9%	·	0%	12%	-3%	-8%	0%	1%
Cc1ccccc1Nc1ncnc2[nH]ncc12	3%	-6%	0%	3%	8%	-17%	12%	-13%
CCCCn1c(NCCN(C)C)nc2c1c(=O)[nH]c(=O)n2C	6%	8%	-1%	-12%	9%	-23%[57.5 µM]	4%	1%
COC(=O)[C@]1(Cc2ccccc2)N[C@H](CN(C)C(=O)c2ccc(F)cc2)[C@@H]2C(=O)N(Cc3ccccc3)C(=O)[C@@H]21	-2%	11%	-26%	17%	3%	-20%	-8%	2%
Cc1ccc(C(=O)N(c2ccccn2)C(C)c2ccco2)cc1 (centres undefined)	-4%	6%	4%	12%	1%	-16%[57.5 µM]	-1%	6%
COc1cccc(/C=N/n2c(SC)nnc2-c2ccccc2)c1O	8%	1%	-8%	-4%	12%[15.6 µM]	-6%[57.5 µM]	-4%	10%
CCOC(=O)N1CCN(C(=O)COC(=O)CNC(=O)c2ccc(OCC)c(OCC)c2)CC1	-7%	23%	0%	-5%	2%	i	-2%	-5%
c1ccc2[nH]cnc2c1	2%	-38%	-5%	12%	6%	-13%	7%	0%
O=C(O)CCn1c(C(=O)O)cc2sccc21	-22%	9%	10%	7%	4%	i	11%	1%
COc1ccccc1CNC(=O)CSc1n[nH]c(N)n1	-20%	9%	7%	2%	2%	i	4%	0%
(next part)
SMILES	EPAC1 antagonist	FUS yeast rescue	EPAC1 ag	TDP-43 yeast inh	EPAC2 ag	PTHR1 agonist	EPAC2 antagonist	aSyn rescue
O=[N+]([O-])c1ccc(C=NNc2ccc(S(=O)(=O)O)cc2)cc1	-13%	16%	-4%	-13%	-1%	i	20µM*	5%
N#Cc1ccc(Sc2ccccn2)c([N+](=O)[O-])c1	-3%	-19%	5%	23%	-3%	i	1%	-8%
Nc1ccc(Oc2cc(N)cc(Oc3ccccc3)c2)cc1	0%	38%	10%	7%	9%	i	?	?
CCCNC(=O)C12CCC(C)(C(=O)C1Br)C2(C)C (centres undefined)	12%	·	-8%	-20%	0%	i	16%	-1%
CC(=O)N1CCC(C(=O)Nc2ccc(S(=O)(=O)N3CCCC(C)C3)cc2)CC1 (centres undefined)	14%	9%	1%	-31%[inhibitor]	10%	20%	5%	0%
CCOC(=O)C1C(=O)N(C(=O)c2ccc(OC)cc2)CC1c1ccccc1 (centres undefined)	4%	7%	8%	-11%	15%	i	-2%	1%
O=C(NCCN1CCOCC1)c1ccc(Cl)c(S(=O)(=O)N2CCOCC2)c1	2%	6%	-4%	9%	-2%	i	-3%	0%
N#C/C(=C(/O)c1ccc([N+](=O)[O-])cc1)c1nnc2n1CCCCC2	-1%	16%	-13%	-1%	3%	-2%	5%	3%
COc1ccccc1CCNC(=O)c1ccc2nc[nH]c2c1	-8%	7%	-2%	-11%	-8%	-47%[inhibitor]	-2%	-1%
NC(=O)C1(Nc2ccccc2Cl)CCCC1	4%	·	3%	14%	3%	-13%	-5%	0%
Cc1cc(C(=O)c2cnc(/N=C/N(C)C)s2)c(F)cc1Cl	-1%	-4%	2%	?	2%	-19%	-24%	3%

Three compounds out of the list, ordered by molecular weight, descending.
SMILES	EPAC1 antagonist	FUS yeast rescue	EPAC1 ag	TDP-43 yeast inh	EPAC2 ag	PTHR1 agonist	EPAC2 antagonist	aSyn rescue
O=C(NCCN1CCOCC1)c1ccc(Cl)c(S(=O)(=O)N2CCOCC2)c1	2%	6%	-4%	9%	-2%	i	-3%	0%
Cc1cc(C(=O)c2cnc(/N=C/N(C)C)s2)c(F)cc1Cl	-1%	-4%	2%	?	2%	-19%	-24%	3%
COc1ccccc1CCNC(=O)c1ccc2nc[nH]c2c1	-8%	7%	-2%	-11%	-8%	-47%[inhibitor]	-2%	-1%
